Screening results from PubChem.
BAZ2B inh = BAZ2B (human) inhibition. Q9UIF8. AlphaScreen BAZ2B-H3K14Ac peptide displacement. AID 504333. 360,000 compounds, 4.4% hits. Potency, µM (doses to about 114 µM), inactives show top-dose activity change, negative = inhibition, usual class: inhibitors; also: % is scaled to controls: 0 for no effect and ±100 for the full control effect; nearly all actives have a fitted effect of over 60% in size
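AlphaScreen luminescence quantifies BAZ2B engagement of H3K14Ac peptide; the protein and biotinylated peptide are both at 50 nM final, buffer PBS pH 7.4 with 0.01% Tween-20, all steps at room temperature.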
HP1b binding inh = blocks HP1-beta chromodomain binding to methylated histone tails | P83916 | AlphaScreen HP1-beta / biotin-H3K9me3 peptide binding | Potency, µM (highest dose often 114 µM), without a hit: at the top dose activity change, negative = inhibition, most hits filed as inhibitors | 390,000 compounds, 0.56% hits | AID 540317; also: nearly all actives have a fitted effect of over 70% in size; inactives centre near 23
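HP1-beta protein (50 nM final) preincubated 30 min at room temperature with biotinylated H3(1-18)K9me3 peptide (50 nM) in PBS pH 7.4, 0.01% Tween-20, then compound added for 30 min. AlphaScreen streptavidin donor/nickel chelate acceptor beads (10 ug/mL final), 30 min dark, luminescence read.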
JMJD2A Tudor inh = JMJD2A Tudor domain (human) inhibition; O75164; AlphaScreen JMJD2A-Tudor / H3K4me3 peptide binding; Potency, µM (doses to about 114 µM), inactives show at the top dose activity change, negative = inhibition, usual class: inhibitors; 390,000 compounds, 4.4% hits; AID 504339; also: % is scaled to controls: 0 for no effect and ±100 for the full control effect; nearly all actives have a fitted effect of over 50% in size
Pin1 inh = human Pin1 inhibition; Pin1 FP peptide displacement, HiFluor488, 10 min; Potency, µM (doses to about 115 µM), without a hit: at the top dose activity, negative = inhibition, hits mostly inhibitors; 390,000 compounds, 0.009% hits; active = well fitted inhibition curve with a large enough effect in the polarisation, with a control signal flat, not every such curve was filed as active; inconclusive = small, poorly fitted or top-dose-only effect, or effect the other way, or a change in a side signal; inactive = no such curve, though single readings can be large or run the other way; the % refers to the polarisation; also: % is scaled to controls: 0 for no effect and ±100 for the full control effect
PGK inhibitor = blocks T. brucei phosphoglycerate kinase | P07378 | PGK/GAPDH coupled, Kinase-Glo luminescence, 60 min | Potency, µM (titrated, usually from 57.5 µM), inactives show at the highest dose activity change, negative = inhibition, actives largely listed as inhibitors | 380,000 compounds, 0.043% hits | AID 602233; also: % is scaled to controls: 0 for no effect and ±100 for the full control effect; nearly all actives have a fitted effect of over 60% in size
Target sequence (P07378 whole entry, looked up): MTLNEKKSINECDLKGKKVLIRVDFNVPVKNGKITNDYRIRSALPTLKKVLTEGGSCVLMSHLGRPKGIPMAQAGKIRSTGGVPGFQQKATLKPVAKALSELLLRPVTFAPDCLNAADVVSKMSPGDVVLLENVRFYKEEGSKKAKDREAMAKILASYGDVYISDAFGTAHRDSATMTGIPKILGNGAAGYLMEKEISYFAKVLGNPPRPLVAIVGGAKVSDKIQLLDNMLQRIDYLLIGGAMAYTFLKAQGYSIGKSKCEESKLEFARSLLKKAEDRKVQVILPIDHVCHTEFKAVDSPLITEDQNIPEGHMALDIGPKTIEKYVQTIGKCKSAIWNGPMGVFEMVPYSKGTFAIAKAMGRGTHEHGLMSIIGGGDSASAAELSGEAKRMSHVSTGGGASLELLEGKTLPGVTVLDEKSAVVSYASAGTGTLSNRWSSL
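Recombinant glycosomal PGK reaction used 1,3-bisphosphoglycerate generated in-well by GAPDH (100nM final) in 100mM TEA pH 7.6, 5mM MgCl2, 0.01% Tween-20. After 60 minutes at room temperature, ATP was read by Kinase-Glo Plus luminescence end-point.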
G9a inh = blocks human histone lysine methyltransferase G9a; Q96KQ7; G9a H3K9 monomethylation, AlphaScreen, 2 h; Potency, µM (top dose mostly 102 µM), inactives show at the top dose activity, negative = inhibition, usual class: inhibitors; 350,000 compounds, 8.8% hits; also: % is scaled to controls: 0 for no effect and ±100 for the full control effect; nearly all actives have a fitted effect of over 75% in size
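G9a (20 nM) was preincubated 15 min with compound, then reacted 2 h at room temperature with 500 nM biotin-H3K9 peptide and 20 µM SAM. Monomethyl-H3K9 detected by AlphaScreen using anti-H3K9me1 antibody.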
Pol iota inh = DNA polymerase iota (human) inhibition | Pol iota fluorescent replication assay, 10 min | Potency, µM (titrated, usually from 115 µM), for inactives: at the highest dose activity, negative = inhibition, hits mostly inhibitors | 390,000 compounds, 1% hits | AID 588590
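Pol iota at 10 nM preincubated 15 min with compounds at room temperature; reaction started with fluorescent substrate, 50 nM final. Fluorescence read kinetically at 0 and 10 min; buffer-only wells as negative control.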
GLS inhibitor = inhibitors of human glutaminase (GLS); O94925; GLS enzymatic activity, qHTS titration; Potency, µM (series often up to 45.5 µM), inactives show top-dose activity change, negative = inhibition, usual class: inhibitors; 410,000 compounds, 0.21% hits; AID 624170; also: % is scaled to controls: 0 for no effect and ±100 for the full control effect
Target sequence (O94925 whole entry, looked up): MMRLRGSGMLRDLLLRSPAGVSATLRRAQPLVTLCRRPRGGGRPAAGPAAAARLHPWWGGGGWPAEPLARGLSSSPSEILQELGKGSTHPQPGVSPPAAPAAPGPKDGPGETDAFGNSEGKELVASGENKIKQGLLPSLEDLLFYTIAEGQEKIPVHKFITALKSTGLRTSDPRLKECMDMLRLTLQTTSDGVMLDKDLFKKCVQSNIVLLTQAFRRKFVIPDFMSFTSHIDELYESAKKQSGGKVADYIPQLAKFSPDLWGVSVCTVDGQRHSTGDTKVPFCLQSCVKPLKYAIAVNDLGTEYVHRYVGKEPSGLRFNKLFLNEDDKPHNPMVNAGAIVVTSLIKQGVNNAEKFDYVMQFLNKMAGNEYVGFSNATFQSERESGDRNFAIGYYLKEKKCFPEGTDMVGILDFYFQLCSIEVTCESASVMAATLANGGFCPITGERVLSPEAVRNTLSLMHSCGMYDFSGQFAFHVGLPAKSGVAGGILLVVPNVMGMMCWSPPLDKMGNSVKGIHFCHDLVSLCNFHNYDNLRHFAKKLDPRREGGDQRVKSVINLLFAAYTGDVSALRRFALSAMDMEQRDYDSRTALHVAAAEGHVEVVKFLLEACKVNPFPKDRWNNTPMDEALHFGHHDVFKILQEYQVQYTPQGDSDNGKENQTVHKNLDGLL
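Assay buffer: 45 mM KH2PO4 pH 8.2, 0.02% Tween-20. hKGA acts on L-glutamine (1 mM solution added); product glutamate is reported by an oxidase/peroxidase Amplex Red coupling, with fluorescence taken at baseline and 30 min.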
BLM inh = blocks DNA unwinding by human BLM helicase; P54132; recombinant BLM DNA unwinding, fluorescence dequenching; Potency, µM (highest dose often 56.1 µM), without a hit: top-dose activity change, negative = inhibition, most hits filed as inhibitors; 350,000 compounds, 0.2% hits;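 also: plate controls were vehicle for no effect and no enzyme for full effect; nearly all actives have a fitted effect of over 35% in size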
Active calls of the source: *; i = inactive; ? = inconclusive; . = not tested or not shown; [ ] = dose if it differs, or a comment. Unless noted, calls follow the shape of the dose curve; as a rule, active = well fitted curve in the direction sought with a large enough effect; inconclusive = small, poorly fitted or top-dose-only effect, or another doubt; inactive = no such curve, though single readings can be large; an effect the other way counts as inactive or inconclusive. Potency is read from the fitted curve at half-maximal effect. This is a subset, so the mix of outcomes need not match the whole.

BAZ2B inh | HP1b binding inh | JMJD2A Tudor inh | Pin1 inh | PGK inhibitor | G9a inh | Pol iota inh | GLS inhibitor | BLM inh | molecule
. | 31.5% | -7.6% | 1.7% | . | . | -4.5% | . | 0.5% | C=CCOC(/C=C/c1ccccc1)CC (centres undefined)
5.9% | 11.4% | -5.5% | 7.5% | 3.7% | -6.3%[59 µM] | 19.9% | 0.4% | -1.4% | O=C(CN(C(=O)CCC(=O)Nc1nccs1)c1cccc(F)c1)NCc1ccc(F)cc1
0.5% | 65.7%[activator] | -3.1%[11.4 µM] | 0.4% | 2.2% | 20.5%[59 µM] | 2.6% | -10.5% | 3.2% | CCCNC(=O)Cn1nc(C(F)(F)F)c2c1CCCC2
8.7% | 9.8% | -8.4% | -2.7% | -10.3% | ? | ? | -0.3% | -0.6% | O=C(Nc1ccccc1Cl)c1cc(S(=O)(=O)N2CCCC(C(=O)O)C2)ccc1F (centres undefined)
-11.0% | 25.6% | 5.3% | -3.1% | i | 48.3% | 22.7% | -2.9% | 1.5% | Cc1ccc(S(=O)(=O)Nc2ccccc2C(=O)N2CCCCC2)cc1
7.0% | 31.6% | -1.4% | -6.5% | 2.5% | 29.1%[59 µM] | 16.5% | 6.0% | 1.3% | O=C(CCCN1C(=O)c2ccccc2C1=O)NCCN1C(=O)S/C(=C\c2cccs2)C1=O
6.2% | 21.3% | -11.7% | -1.2% | -5.1% | -0.7%[0.501 µM] | ? | -0.1% | -2.3% | CC(=O)NC(Cc1cc(C)ccc1C)C(=O)N1CCN(C(=O)c2ccccc2Br)CC1 (centres undefined)
-35.0% | 1.3% | -7.8% | -0.7% | -4.1% | -8.3% | 28.7% | 18.5% | -4.0% | CN(C)CCNC(=O)c1c(NC(=O)c2ccccc2)sc2c1CCCC2

Profiles from above. Screens in order: BAZ2B inh	HP1b binding inh	JMJD2A Tudor inh	Pin1 inh	PGK inhibitor	G9a inh	Pol iota inh	GLS inhibitor	BLM inh
`O=C(CCCN1C(=O)c2ccccc2C1=O)NCCN1C(=O)S/C(=C\c2cccs2)C1=O` across the screens: 7.0%	31.6%	-1.4%	-6.5%	2.5%	29.1%[59 µM]	16.5%	6.0%	1.3%
`C=CCOC(/C=C/c1ccccc1)CC` (centres undefined) across the screens: .	31.5%	-7.6%	1.7%	.	.	-4.5%	.	0.5%

(list continues)
BAZ2B inh | HP1b binding inh | JMJD2A Tudor inh | Pin1 inh | PGK inhibitor | G9a inh | Pol iota inh | GLS inhibitor | BLM inh | molecule
-38.8% | 6.6% | -26.1% | 0.2% | -6.5% | -18.5%[59 µM] | 149.5%[activator] | -0.7% | -4.2% | CC(=O)N1N=C(c2cccc(Cl)c2)OC1c1cccc([N+](=O)[O-])c1 (centres undefined)
-14.1% | 38.7% | -3.1% | 50.4%[activator] | -4.2% | -1.6%[59 µM] | 23.1% | 2.6% | -4.4% | Cc1c(CC(=O)NCCc2ccc(Cl)cc2)c(=O)oc2c(C)c3occ(C(C)(C)C)c3cc12
7.6% | 2.2% | -10.8% | 0.1% | -1.7% | 11.5% | 3.4% | -0.5% | -2.2% | Cc1ccc(C)c(-n2nnnc2SCC(=O)Nc2c(C)n(C)n(-c3ccccc3)c2=O)c1
3.9% | -3.5% | -14.8% | -0.4% | i | 5.3%[59 µM] | 3.7% | 3.0% | -0.6% | CCOC(=O)c1cnn(-c2cc(C(C)(C)C)nc3c(-c4ccccc4)c(C)nn23)c1N
7.5% | 31.5% | -17.7% | 2.6% | 7.2% | -2.2% | -8.5% | -0.2% | -0.5% | CC(=O)c1ccc(S(=O)(=O)N2CCN(C)CC2)cc1
-3.4% | -1.8% | -17.4% | ? | -6.5% | ? | ? | 12.9% | -16.0% | N#CC1=C(SCC(=O)c2cc3ccccc3oc2=O)NC(=O)C(C#N)C12CCCC2 (centres undefined)
11.8% | 29.7% | -1.2% | 4.4% | i | -3.9%[59 µM] | -5.1% | 11.4% | -3.7% | COc1ccccc1NC(=O)Nc1ccnn1Cc1cccs1
13.2% | 60.3%[activator] | -24.6% | 9.5% | . | 3.3%[59 µM] | 15.1% | -4.6% | -3.2% | COc1ccc(-c2nc(S(=O)(=O)c3ccc(Cl)cc3)c(NCc3ccccc3)o2)cc1
-2.4% | 26.4% | -14.7% | -0.6% | i | 26.9%[0.501 µM] | 16.2% | 1.8% | -1.1% | CC(C)CN(c1ccccc1)S(=O)(=O)c1nnc(NC(=O)C(C)C)s1
. | 12.0% | -20.5% | -4.0% | i | . | 47.9%[activator] | -13.1% | . | CCN(CC)c1ccc(C2C(C(C)=O)C(=O)CC(C)(O)C2C(C)=O)cc1 (centres undefined)
1.7% | 38.2%[activator] | 3.5% | -2.7% | 5.8% | ? | 23.1% | -3.3% | 2.3% | O=S1(=O)[C@H]2C[C@@H]3C=C[C@]2(CN1Cc1ccc(C(F)(F)F)cc1)O3
. | 29.0% | -25.5% | 10.5% | -0.7% | . | 16.9% | -2.3% | . | C[C@H](CO)N1C[C@H](C)[C@H](CN(C)Cc2ccncc2)Oc2ccc(NC(=O)Nc3ccc(C(F)(F)F)cc3)cc2CC1=O
7.5% | 26.6% | -3.8% | 3.5% | 0.8% | 3.0% | 24.3% | 0.9% | -2.6% | CCOC(=O)C(Cc1ccccc1)NC(=O)CNC(C)=O (centres undefined)
-5.8% | 3.2% | -1.1% | 0.1% | -0.9% | . | 63.3%[activator] | 7.5% | -3.1% | Cc1c(NC(=O)c2ccc(S(=O)(=O)N3CCOCC3)cc2)c(=O)n(-c2ccccc2)n1C
-5.5% | 11.2% | -5.1% | -2.0% | -2.8% | -5.4% | -11.2% | -0.8% | . | CCOc1cc(/C=N/NC(=O)c2cccc(S(=O)(=O)N3CCCC3)c2)ccc1OCC(=O)N(C)C
. | 30.3% | 8.1% | 0.9% | -4.8% | . | -13.5% | -10.0% | . | CCc1ccccc1NC(=O)C1CCCC1
61.2%[activator] | 21.9% | 2.8% | -1.1% | -2.3% | 36.7% | 4.0% | -1.6% | -1.0% | C=CCN1CC(c2nc3ccccc3n2CCOc2ccccc2)CC1=O (centres undefined)
. | 0.8% | -3.4% | ? | -4.6% | . | ? | 0.0% | . | CCCCN=C1SC(C(=O)Nc2sc3c(c2C(=O)OC)CCC3)C(N)=C1C(=O)N1CCOCC1 (centres undefined)
-7.8% | 21.1% | 0.0%[11.4 µM] | 4.7% | -6.0% | -0.6%[12.7 µM] | -7.2% | -10.7% | -5.3% | Cc1cc(C)n(CC(=O)N2c3ccccc3Sc3ccccc32)n1
10.8% | 56.6%[activator] | -8.2% | 2.8% | -4.7% | -7.2%[12.7 µM] | 29.1% | 27.1% | -7.5% | O=S(=O)(Nc1ccccc1N1CCOCC1)c1ccc(F)c(Cl)c1
. | 32.9% | -12.2% | -2.3% | 3.0% | . | 1.0% | 5.6% | . | COc1ccc(CCN(C)C(=O)CSc2nc3ccccc3c(=O)n2CC2CCCO2)cc1OC (centres undefined)
56.2µM* | 21.3% | -8.4% | -0.4% | -3.7% | ? | 10.4% | 8.3% | 2.4% | CCN1/C(=C2\C(=O)N(c3ccccc3)N=C2C)C=Cc2cc(C)ccc21
4.0% | 66.8%[activator] | -8.3% | -3.1% | i | -10.5% | 27.5% | -8.2% | -3.0% | Cc1onc(-c2ccccc2Cl)c1C(=O)N1CCCCC1C(=O)O (centres undefined)
-3.9% | 28.1% | -7.2% | 1.5% | -0.3% | 79.4µM* | -24.4% | 3.1% | -8.7% | COc1ccc(NC(=O)c2ccc(-c3ccccc3Cl)o2)cc1

Records listed so far printed as active in BAZ2B inh:
BAZ2B inh | HP1b binding inh | JMJD2A Tudor inh | Pin1 inh | PGK inhibitor | G9a inh | Pol iota inh | GLS inhibitor | BLM inh | molecule
56.2µM* | 21.3% | -8.4% | -0.4% | -3.7% | ? | 10.4% | 8.3% | 2.4% | CCN1/C(=C2\C(=O)N(c3ccccc3)N=C2C)C=Cc2cc(C)ccc21

Next part
BAZ2B inh | HP1b binding inh | JMJD2A Tudor inh | Pin1 inh | PGK inhibitor | G9a inh | Pol iota inh | GLS inhibitor | BLM inh | molecule
-1.1% | 16.9% | -12.2% | 1.9% | -0.5% | ? | -23.9% | -1.7% | -9.3% | CC(CN1CCCCC1)OC(=O)c1ccccc1F (centres undefined)
-31.5% | 24.3% | -19.1% | 4.2% | -2.6% | 84.5%[activator][59 µM] | 24.7% | -6.0% | 5.2% | CCCCCn1c(CN2CCCCC2C)nc2c1c(=O)n(C)c(=O)n2C (centres undefined)
-10.9% | 24.1% | -26.9% | -5.4% | -3.1% | ? | -18.4% | 5.2% | -2.9% | CCCC(=O)N(CCN1CCOCC1)c1nc2c(F)cc(F)cc2s1
. | 36.2% | 3.3% | 1.2% | i | 5.2%[59 µM] | 10.6% | -12.2% | 1.8% | CCC(=O)N1CCc2cc(S(=O)(=O)NC(CC(C)C)C(=O)Nc3cccc(C)c3C)ccc21 (centres undefined)
? | -21.4% | ? | 2.3% | -1.9% | ? | -8.6% | 2.3% | -0.9% | COC(=O)CN1C(=O)S/C(=C/c2cc(C)n(C)c2C)C1=O
-16.7% | 51.4%[activator] | -9.3% | -3.2% | -2.8% | ? | 13.5% | -0.8% | 1.8% | Cc1ccc(OCCSc2nc3ccccc3n2CC(=O)N2CCOCC2)cc1C
-38.7% | 23.3% | -9.7% | 16.5% | -5.1% | -11.4%[59 µM] | -8.4% | 3.8% | 0.0% | CN(C)S(=O)(=O)c1cccc(-c2nnc(SCc3ccc4c(c3)OCCO4)o2)c1
. | -7.1% | -30.8% | 1.6% | -4.5% | . | . | 3.5% | . | CCOC(=O)C1=C(CC)Nc2ccccc2N=C1NC(=O)c1cc(S(=O)(=O)N2CCOCC2)ccc1C
-32.5% | 31.5% | 9.6% | -2.7% | i | -43.6% | 10.7% | -1.4% | -3.8% | Cc1noc(C)c1S(=O)(=O)N1CCCC(C(=O)Nc2cccnc2)C1 (centres undefined)
9.8% | 7.7% | -21.2% | -3.6% | -10.2% | -0.7%[59 µM] | 24.8% | 11.1% | . | CCOC(=O)C1=C(COC(=O)c2ncc(Cl)c(Cl)c2Cl)NC(=O)NC1C (centres undefined)
. | 52.8%[activator] | -7.1% | 4.6% | 7.6% | . | 4.0% | 5.3% | . | O=C(NC(=S)Nc1ccccc1Br)C1CC1
